GalR3 antagonist: GalR3 antagonists in HEK293 cells, primary screen, cell-based, fluorescence readout. Galanin receptor type 3 (Homo sapiens), O60755. HEK293 GalR3-CNG cAMP membrane potential fluorescence; galR3 body fused to GalR1 C-terminus. inhibition, % at 3 µM. hit rate 0.44% among 360,000. AID 651719, 2012;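 active means inhibition above the screen-wide average plus 3 SD, cut at about 13% in these data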;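 further: forskolin and galanin both at EC90 stimulate the cells; cAMP rise reported by CNG channel membrane potential dye signal; 0% = forskolin plus galanin with DMSO and 100% = forskolin alone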
Target sequence (O60755 1-299 limits assumed): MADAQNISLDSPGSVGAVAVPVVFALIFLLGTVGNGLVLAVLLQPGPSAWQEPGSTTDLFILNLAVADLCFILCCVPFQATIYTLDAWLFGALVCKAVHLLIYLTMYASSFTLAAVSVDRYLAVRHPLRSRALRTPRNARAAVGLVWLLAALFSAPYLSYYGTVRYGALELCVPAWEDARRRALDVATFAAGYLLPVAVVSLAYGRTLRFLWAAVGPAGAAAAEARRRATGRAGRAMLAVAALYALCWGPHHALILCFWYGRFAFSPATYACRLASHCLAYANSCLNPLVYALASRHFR
* hit, by the source's call. Some of the compounds tested (hit frequency here may not be typical).

GalR3 antagonist | SMILES
-8 | COC(=O)c1ccc(CN2C(=O)[C@]3(OCCC=C[C@H]3C)c3cc(OC)ccc32)cc1
-4 | COC(=O)c1cc2c(c3c4cc(F)ccc4n(S(=O)(=O)c4ccc(C)cc4)c13)C(=O)N(c1ccc(OC)cc1)C2
-5 | CSc1nc2c(=O)[nH]cnc2s1
-5 | CCCCCCCCN1C(=O)[C@@H](CC(=O)NCCc2ccccc2OC)C[C@@]2(C(=O)OC)C1=C[C@H](C1CCCC1)O[C@@H]2C
-8 | COc1ccc(N=C2Sc3ccccc3[C@@H]3C[C@H]4[C@H](CON4C)CN23)c(OC)c1
-5 | COC(=O)c1cc2c(c3c4cc(F)ccc4n(S(=O)(=O)c4cccc(C)c4)c13)C(=O)N(c1ccc(OC)cc1)C2
-5 | Nc1nc2c(ncn2[C@@H]2O[C@H](C(=O)N[C@@H](Cc3ccccc3)C(=O)NCc3ccccc3)[C@@H](O)[C@H]2O)c(=O)[nH]1
-3 | COc1cccc(CNC(=O)[C@H]2CCCN2C(=O)[C@H]2CCCN2C(=O)c2ccc(F)c(C(F)(F)F)c2)c1
-9 | O=C(/C=C(\Nc1ccc(Cl)c(Cl)c1)c1ccccc1)c1ccccc1
-8 | O=C1NC(c2ccc(Br)cc2)c2c(-c3ccccc3)n[nH]c21 (stereo unspecified)
-5 | COC(=O)C1=C(C)N(Cc2cccc(C(F)(F)F)c2)C(=NCc2ccc3c(c2)OCO3)NC1c1ccc(Cl)cc1 (stereo unspecified)
-4 | COC(=O)c1cc2c(c3c4cc(F)ccc4n(S(=O)(=O)c4ccc(OC)cc4)c13)C(=O)N(Cc1ccccc1OC)C2
-1 | COc1cc(C(=O)NC2CCCCN(C)C2=O)cc(OC)c1OC (stereo unspecified)
-3 | Cc1[nH]c2ccccc2c1CC(=O)Nc1ccc(Nc2cccnc2)c(Br)c1
-8 | COC(=O)[C@]12C[C@H](CC(=O)NCCCCc3ccccc3)C(=O)N(Cc3ccc4c(c3)OCO4)C1=C[C@H](C(C)(C)C)O[C@@H]2C
4 | Cc1ccc(N)cc1CN1CCN(c2ncc(Cc3ccccc3)cn2)CC1
-5 | C[C@H](CO)N1C[C@H](C)[C@@H](CN(C)C(=O)Nc2ccc(F)cc2)OCc2cn(nn2)CCCC1=O
-4 | CC(CNC(=O)[C@@H](Cc1ccccc1)NC(=O)[C@H]1O[C@@H](n2cnc3c(=O)[nH]c(N)nc32)[C@H](O)[C@@H]1O)c1ccccc1 (stereo partly specified)
-7 | CCCN(CCC)c1cc(=O)nc2ccccn12
0 | CCCCN1CC(COCc2ccccc2)Oc2cccc(Oc3ccc(SC)c(C)c3)c2S1(=O)=O (stereo unspecified)
-7 | COC(=O)C1=C(C)N(Cc2ccccc2C(F)(F)F)C(=NCc2cc(OC)c(OC)c(OC)c2)NC1c1cccc(Cl)c1 (stereo unspecified)
-6 | COc1ccc(Cn2cc(CN3[C@@H](c4ccccc4)COc4cc(Br)ccc4S3(=O)=O)nn2)cc1
-8 | CC(C)N(Cc1ccccc1)S(=O)(=O)c1n[nH]c(C(C)(C)C)n1
-7 | O=S1(=O)c2ccc(Br)cc2-n2nncc2CN1Cc1cccc(Cl)c1

Two records drawn at random from those above, as already listed:
GalR3 antagonist | SMILES
0 | CCCCN1CC(COCc2ccccc2)Oc2cccc(Oc3ccc(SC)c(C)c3)c2S1(=O)=O (stereo unspecified)
-5 | C[C@H](CO)N1C[C@H](C)[C@@H](CN(C)C(=O)Nc2ccc(F)cc2)OCc2cn(nn2)CCCC1=O

Returning to the listing with the 4 entries that preceded the break.
GalR3 antagonist | SMILES
-7 | COC(=O)C1=C(C)N(Cc2ccccc2C(F)(F)F)C(=NCc2cc(OC)c(OC)c(OC)c2)NC1c1cccc(Cl)c1 (stereo unspecified)
-6 | COc1ccc(Cn2cc(CN3[C@@H](c4ccccc4)COc4cc(Br)ccc4S3(=O)=O)nn2)cc1
-8 | CC(C)N(Cc1ccccc1)S(=O)(=O)c1n[nH]c(C(C)(C)C)n1
-7 | O=S1(=O)c2ccc(Br)cc2-n2nncc2CN1Cc1cccc(Cl)c1
-7 | COc1ccccc1-c1ccc([C@@H]2C[C@H]3[C@H](CON3C)CN2S(=O)(=O)c2cc(Cl)cc(Cl)c2)cc1
-8 | COC(=O)[C@H](Cc1ccccc1)N1Cc2ccccc2Oc2cc(Br)ccc2S1(=O)=O
-2 | COC(=O)C1=C(C)N(Cc2ccc(C(F)(F)F)cc2)C(=NCc2ccc(C(F)(F)F)cc2)NC1c1ccccc1 (stereo unspecified)
-7 | CN(Cc1ccco1)C(=O)[C@@H](Cc1ccccc1)NC(=O)[C@H]1O[C@@H](n2ccc(=O)[nH]c2=O)[C@H](O)[C@@H]1O
-7 | O=C1NC(Cc2cnc[nH]2)C(=O)N2CCCC12 (stereo unspecified)
-3 | C[C@@H]1CN([C@H](C)CO)C(=O)c2ccccc2-c2ccccc2CO[C@@H]1CN(C)C(=O)Nc1ccccc1
-3 | O=S1(=O)CCSC[C@@H](CN2CCOCC2)N1
-7 | Cc1ccc(-c2c(C(=O)c3ccccc3)[nH]c(N)c2C(=O)NCCc2c[nH]c3ccccc23)cc1
-9 | COc1cccc(C=C2SC(=S)N(Cc3ccco3)C2=O)c1OC
-6 | C#CCN(C[C@H]1[C@H](OC(=O)Nc2c(C)noc2C)[C@H](OC(=O)Nc2c(C)noc2C)CN(C(=O)OC(C)C)N1C(=O)OC(C)C)S(=O)(=O)c1ccc(C)cc1
-6 | Cc1ccccc1C(=O)N1CCC[C@@H]1C(=O)N1CCC[C@H]1C(=O)NCc1ccccc1
-5 | C[C@@H]1CN([C@H](C)CO)C(=O)c2cc(Br)cnc2O[C@H]1CN(C)Cc1ccccc1F

Laid out differently: 2 of the compounds above.
Compound,GalR3 antagonist
CN(Cc1ccco1)C(=O)[C@@H](Cc1ccccc1)NC(=O)[C@H]1O[C@@H](n2ccc(=O)[nH]c2=O)[C@H](O)[C@@H]1O,-7
COC(=O)C1=C(C)N(Cc2ccc(C(F)(F)F)cc2)C(=NCc2ccc(C(F)(F)F)cc2)NC1c1ccccc1 (stereo unspecified),-2

Continuation:
GalR3 antagonist | SMILES
-5 | C[C@@H](CO)NC(=O)c1[nH]cnc1C(=O)Nc1ccccc1
-4 | C=CCNC(=S)N(C)[C@H]1C[C@H]2c3cc(-c4ccccc4C)ccc3CCN2C[C@H]1[C@H](C)O
-6 | Cc1ccccc1NC(=O)N(C)[C@H]1C[C@H]2c3[nH]c4c(-c5ccc6c(c5)OCO6)cccc4c3CCN2C(=O)[C@H]1[C@H](C)O
-4 | CC(=O)c1ccc(S(=O)(=O)NCC2CCN(C(=O)C(=O)c3cccs3)CC2)cc1
-7 | O=C1Cn2nnc(-c3ccccc3)c2C2c3cc(Br)ccc3CCN12 (stereo unspecified)
2 | Cc1cc(Oc2cccnc2)ccc1NC(=O)Cc1c[nH]c2ccccc12
-7 | Cc1cc(N2CCN(C(=O)OC(C)(C)C)C[C@H]2C)ccc1N1CCS(=O)(=O)CC1
-5 | O=C(N[C@H](Cc1ccccc1)C(=O)NCc1ccc(OC(F)(F)F)cc1)[C@H]1O[C@@H](n2ccc(=O)[nH]c2=O)[C@H](O)[C@@H]1O
-1 | c1ccc(Cn2cc(CCOCc3ccccn3)c3ccccc32)cc1
-5 | O=C(NS(=O)(=O)c1cccs1)[C@H]1O[C@@H](n2ccc(=O)[nH]c2=O)[C@H](O)[C@@H]1O
2 | CC(C)C[C@H](NC(=O)CC1CCCC1)C(=O)N1CCC[C@H]1C(=O)NCc1ccccc1
-8 | COc1ccc(N2C(=O)c3[nH]nc(-c4ccccc4)c3C2c2ccc(Br)cc2)cc1 (stereo unspecified)

Structures from the list above that have an aryl thioether with sulfur outside any ring, in the order listed:
GalR3 antagonist | SMILES
-5 | CSc1nc2c(=O)[nH]cnc2s1
0 | CCCCN1CC(COCc2ccccc2)Oc2cccc(Oc3ccc(SC)c(C)c3)c2S1(=O)=O (stereo unspecified)

Additional records.
GalR3 antagonist | SMILES
-7 | O=C(NC(CC1=CCCCC1)c1ccccc1)C(F)(F)F (stereo unspecified)
-6 | C#CCN(Cc1cccc(F)c1)C(=O)c1nnc2c3cc(F)ccc3n(S(=O)(=O)c3ccc(OC)cc3)c2n1
-4 | O=C(Nc1ccccc1C(=O)NCC1CC1)c1cccs1
-5 | Cc1ccccc1C(=O)N(C)[C@H]1C[C@H]2c3[nH]c4c(-c5ccccc5)cccc4c3CCN2C(=O)[C@H]1[C@H](C)O
5 | C[C@H](O)[C@@H]1C(=O)N2CCc3c([nH]c4c(-c5ccccc5)cccc34)[C@@H]2C[C@@H]1N(C)C(=O)OCc1ccccc1
-6 | C[C@@H]1CN([C@@H](C)CO)C(=O)CCCn2cc(nn2)CO[C@H]1CN(C)C(=O)Nc1ccccc1
-5 | Cc1ccc(NC(=O)N2c3ccccc3SC2c2ccco2)c(C)c1 (stereo unspecified)
-3 | CC(C)[C@H](NC(=O)C1CCCC1)C(=O)N1CCC[C@H]1C(=O)NCCc1ccccc1Cl
-9 | COC(=O)C1=C(C)N(C)C(=NCc2cccc(C(F)(F)F)c2)NC1c1cccc(Cl)c1 (stereo unspecified)
-6 | Cc1cc(N2CCN(C(=O)OC(C)(C)C)C[C@H]2C)ccc1N1CCN(Cc2ccccc2)[C@H](C)C1
-9 | COc1ccc(N2C(=O)c3n[nH]c(C(C)C)c3C2c2ccc(C)cc2)cc1 (stereo unspecified)
-2 | COc1ccc(C(=O)N2CCC[C@@H]2C(=O)N2CCC[C@@H]2C(=O)NCc2ccccc2)cc1F
-7 | COC(=O)c1cc2c(c3c4cc(C)ccc4n(C(=O)c4ccccc4)c13)C(=O)N(Cc1ccccc1)C2
-3 | CCOC(=O)C1=CCN(S(=O)(=O)c2ccc(Cl)cc2)C1c1ccc(Br)cc1 (stereo unspecified)
-8 | Nc1[nH]c(C(=O)c2ccccc2)c(-c2ccccc2Cl)c1C(=O)NCCc1c[nH]c2ccccc12
1 | C=CCCC1CN(Cc2ccc(OC)cc2)S(=O)(=O)c2c(Oc3ccc(C)cc3)cccc2O1 (stereo unspecified)
-3 | CCCCNC(=O)C[C@H]1C[C@@]2(C(=O)OC)C(=C[C@H](COCc3ccccc3)O[C@@H]2C)N(Cc2ccc3c(c2)OCO3)C1=O
-8 | CC(=O)N(Cc1ccccc1)c1nccs1
-7 | COCc1[nH]nc2c1C(c1ccc(C)cc1)N(Cc1ccccc1)C2=O (stereo unspecified)
-8 | NC(=O)c1c(N)[nH]c(C(=O)c2ccccc2)c1-c1ccc2c(c1)OCO2
-3 | CCCCC1OC(CCc2ccccc2)CC2=C1C(=O)OC(C)(C)O2 (stereo unspecified)
-3 | C[C@@H]1CN([C@@H](C)CO)C(=O)CCCn2nncc2CO[C@H]1CN(C)C(=O)Nc1ccc(N2CCN(C)CC2)cc1
-1 | CC(C)C[C@H]1COc2cc(Br)ccc2S(=O)(=O)N1Cc1ccc(F)cc1F
-5 | COC(=O)c1cc2c(c3c4cc(F)ccc4n(S(=O)(=O)c4ccccc4)c13)C(=O)N(Cc1ccccc1OC)C2
-5 | C[C@H]1CN([C@@H](C)CO)C(=O)CCCn2nncc2CO[C@@H]1CN(C)Cc1ccc2cccnc2c1
2 | COC(=O)[C@]12C[C@H](CC(=O)NCc3cccc4ccccc34)C(=O)N(Cc3ccccc3)C1=C[C@H](C(C)(C)C)O[C@@H]2C
-9 | COc1ccccc1-c1ccc2c(c1)[C@@H]1C[C@H]3[C@@H](CN1CC2)[C@H](C)ON3C
-4 | CC(C)c1[nH]nc2c1C(c1cccc(C(F)(F)F)c1)NC2=O (stereo unspecified)
0 | COC(=O)c1ccsc1NS(C)(=O)=O
-5 | Fc1ccc2cnc(-c3ccsc3)cc2c1
-8 | COC(=O)[C@]12C[C@H](CC(=O)N3CCCCC3)C(=O)N(CCC3=CCCCC3)C1=C[C@H](C(C)(C)C)O[C@@H]2C
-4 | CCOc1cc(OCC)cc(C(=O)N2CCC[C@@H]2C(=O)N2CCC[C@@H]2C(=O)NCc2cccc(OC)c2)c1
-7 | C[C@@H]1OC(C2CCCCC2)N(C)[C@H]2C[C@H]3c4[nH]c5cccc(-c6ccccc6)c5c4CCN3C(=O)[C@@H]12 (stereo partly specified)
-5 | CCOC(=O)C1CSCCS(=O)(=O)N1Cc1cc(F)ccc1Br (stereo unspecified)
-7 | CCCCCn1c(C)c(CC(=O)Nc2ccc(Oc3cccnc3)c(C)c2)c2ccccc21
-3 | CC1=N/C(=C\c2ccc([N+](=O)[O-])cc2)C(=O)N1c1ccc(C)c(Cl)c1
-8 | O=C1CC2c3cc(Br)ccc3CCN2C(=O)CN1Cc1ccccc1 (stereo unspecified)
-4 | O=C(Nc1ccc(F)cc1)OC[C@@H]1CSCCS(=O)(=O)N1
-7 | Cc1c(COC(=O)NC(C)C)c(COC(=O)NC(C)C)c2n1CS(=O)(=O)C2
-8 | Cc1cccc(C=NNc2cc(C)c3cccc(C)c3n2)n1
0 | O=C(C(=O)N1CCC(CNS(=O)(=O)c2ccc(OC(F)(F)F)cc2)CC1)c1cc2ccccc2o1
-7 | COC(=O)C1=C(C)N(C)C(=NCc2ccc3c(c2)OCO3)NC1c1ccccc1 (stereo unspecified)
-5 | CCCCOCCCNC(=O)C[C@H]1C[C@@]2(C(=O)OC)C(=C[C@H](COCc3ccccc3)O[C@@H]2C)N(CCC2=CCCCC2)C1=O
-6 | O=C(NN=Cc1ccco1)C(=O)Nc1ccc(Cl)c([N+](=O)[O-])c1
-7 | COC(=O)C1=C(C)N(Cc2ccccc2C(F)(F)F)C(=NCc2cccc(C(F)(F)F)c2)NC1CCc1ccccc1 (stereo unspecified)
-6 | Cc1cc2c(nc1C)CCCN2S(=O)(=O)c1ccc(C(F)(F)F)cc1
-10 | COc1ccccc1Cc1c(-c2ccccc2)nc2ccc(C)cn12
-7 | CN(c1cccnc1)c1ccc(NC(=O)Cc2c[nH]c3ccccc23)cc1-c1ccc(F)c(F)c1

High-throughput results deposited in PubChem BioAssay by The Scripps Research Institute Molecular Screening Center.
